Screening data from PubChem BioAssay.
RECQ1 inh: inhibitors of human RECQ1 DNA helicase | P46063 | Potency, µM (series often up to 57.3 µM), for inactives: top-dose activity, negative = inhibition, usual class: inhibitors | RECQ1 DNA unwinding, red fluorescence kinetic read | actives 0.54% (n = 240,000);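 further: plate controls were vehicle for no effect and no enzyme for full effect; nearly all actives have a fitted effect of over 30% in size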
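50 nM RECQ1T1 preincubated 15 min with compound in Tris pH 8.0 buffer with MgCl2, DTT, Tween-20 and 2.5 ug/ml poly(dI-dC); started with 200 nM TAMRA/BHQ-2 forked duplex and 2 mM ATP. Unwinding read as fluorescence (525/598 nm), two reads 2 h apart.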
TRb SRC2 PPI: inhibitors of human thyroid hormone receptor beta-SRC2 interaction | P10828 | TRbeta-SRC2 peptide binding, fluorescence polarization; receptor liganded with 1 µM T3 | Potency, µM (highest dose often 106 µM), inactives show at the highest dose activity change, negative = inhibition, most hits filed as inhibitors | actives 0.065% (n = 280,000) | AID 1469;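 further: plate controls were bound peptide for no effect and peptide without receptor for full effect; nearly all actives have a fitted effect of over 50% in size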
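Polarization signal, normalized between peptide-alone and full complex controls, measured compound effects on T3-liganded human TRb LBD (0.6 uM) binding 20 nM Texas Red SRC2 peptide after 5 hr.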
Tau fluor counter: counter-screen for tau fibril formation inhibitors; tau K18 P301L Alexa594 fluorescence, heparin fibrillization; AID 1463; Potency, µM (doses to about 57.7 µM), inactives show at the highest dose activity change, negative = decrease; actives 0.93% (n = 280,000); further: on the % scale 0 is the no-effect control and ±100 the full control effect; nearly all actives have a fitted effect of over 55% in size
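Human tau K18 P301L (15 uM unlabeled, 0.24 uM Alexa 594-labeled) in 100 mM sodium acetate pH 7 with 20 uM heparin, 6 hr at 37 C. ThT 30 uM added, 1 hr ambient; Alexa 594 FP and total fluorescence read at 555/632 nm.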
HTT ATP protect: cytoprotection in Huntington HTT-Q103 PC12 cell model | actives 0.14% (n = 230,000) | AID 1471 | Potency, µM (doses to about 56.4 µM), for the others: cytoprotection (ATP increase), actives largely listed as activators | PC12 HTT-Q103 induced, cytoprotection, ATP luminescence, 40 h;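 further: % of control where 0% means no effect; nearly all actives have a fitted effect of over 45% in size; toxic huntingtin expression switched on by the ecdysone agonist tebufenozide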
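Compounds were screened for protection of PC12 cells against cell death after tebufenozide induction (100 nM final) of mutant Huntingtin exon 1 (Q103) fused to GFP.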
Tau fibril ThT: tau fibrillization inhibition (ThT binding). actives 2.1% (n = 270,000). AID 1460. P10636. Potency, µM (highest dose often 57.4 µM), for the others: at the highest dose activity, negative = inhibition, most hits filed as inhibitors. recombinant tau K18 P301L, heparin-induced fibrillization, ThT fluorescence; further: on the % scale 0 is the no-effect control and ±100 the full control effect; nearly all actives have a fitted effect of over 55% in size
Target sequence (P10636 561-689 P618L limits assumed): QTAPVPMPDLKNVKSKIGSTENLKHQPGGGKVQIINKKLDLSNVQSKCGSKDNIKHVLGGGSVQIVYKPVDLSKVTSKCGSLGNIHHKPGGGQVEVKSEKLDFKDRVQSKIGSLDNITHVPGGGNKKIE
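Heparin-induced (20 uM) aggregation of recombinant human K18 P301L tau, 15 uM unlabeled with 0.24 uM labeled, pH 7 acetate buffer, 6 hr at 37 C with compound. Fibrils quantified by 30 uM ThT fluorescence after 1 hr ambient incubation.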
TR SRC2 fluor cs: Texas Red fluorescence interference in TRb-SRC2 counter-screen; TRb/SRC2 Texas Red total fluorescence interference; Potency, µM (series often up to 106 µM), inactives show at the highest dose fluorescence change, negative = quenching; actives 0.29% (n = 280,000); active means well fitted curve in either direction with a large enough effect; inconclusive means small, poorly fitted or top-dose-only effect; further: on the % scale 0 is the no-effect control and ±100 the full control effect
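Flags fluorescent or light-absorbing compounds by total fluorescence, S + 2P, at 555 nm excitation and 632 nm emission. Mixture: 20 nM Texas Red SRC2 peptide, 0.6 uM human TRb LBD, 1 uM T3, 5% DMSO; compound exposure 5 h at ambient temperature.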
L3MBTL1 inh: blocks human L3MBTL1; Q9Y468; AlphaScreen L3MBTL1–H3K9me1 peptide binding; Potency, µM (titrated, usually from 57.1 µM), inactives show at the highest dose activity, negative = inhibition, usual class: inhibitors; actives 0.66% (n = 230,000); AID 485360; further: on the % scale 0 is the no-effect control and ±100 the full control effect; nearly all actives have a fitted effect of over 60% in size
Target sequence (Q9Y468 whole entry, looked up): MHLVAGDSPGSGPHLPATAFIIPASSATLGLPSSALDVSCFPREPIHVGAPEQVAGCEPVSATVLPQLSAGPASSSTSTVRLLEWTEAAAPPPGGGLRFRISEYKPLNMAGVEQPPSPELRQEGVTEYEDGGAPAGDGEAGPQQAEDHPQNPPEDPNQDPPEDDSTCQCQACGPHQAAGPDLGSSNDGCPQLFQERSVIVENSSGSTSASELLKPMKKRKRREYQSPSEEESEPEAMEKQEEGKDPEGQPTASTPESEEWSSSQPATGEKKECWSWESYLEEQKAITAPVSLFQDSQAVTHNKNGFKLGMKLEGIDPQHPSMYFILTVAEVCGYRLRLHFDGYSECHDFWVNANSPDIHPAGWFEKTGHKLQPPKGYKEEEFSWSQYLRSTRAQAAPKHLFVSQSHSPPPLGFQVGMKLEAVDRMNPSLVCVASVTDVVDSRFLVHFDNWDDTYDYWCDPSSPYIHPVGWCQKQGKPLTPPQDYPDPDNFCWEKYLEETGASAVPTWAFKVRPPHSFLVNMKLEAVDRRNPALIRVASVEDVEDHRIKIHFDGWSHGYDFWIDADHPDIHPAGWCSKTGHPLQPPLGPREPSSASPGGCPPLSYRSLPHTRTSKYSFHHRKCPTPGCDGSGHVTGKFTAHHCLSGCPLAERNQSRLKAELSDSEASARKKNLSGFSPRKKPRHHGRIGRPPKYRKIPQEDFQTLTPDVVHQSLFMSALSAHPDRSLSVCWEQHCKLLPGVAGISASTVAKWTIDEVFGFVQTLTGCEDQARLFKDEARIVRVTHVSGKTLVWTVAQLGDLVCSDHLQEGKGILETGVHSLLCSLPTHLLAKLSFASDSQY
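AlphaScreen proximity signal between nickel-chelate acceptor and streptavidin donor beads (final 10 ug/mL) reports binding of 50 nM L3MBTL1 to 75 nM biotin-H3 K9me1 peptide; complex incubated with compounds 30 min at room temperature; cefsulodin titration as control.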
Tau FP inhib: tau fibrillization inhibition (FP); K18 P301L tau heparin fibrillization, Alexa594 FP, 6 h; AID 1468; actives 0.39% (n = 280,000); Potency, µM (titrated, usually from 57.7 µM), for the others: at the top dose activity, negative = inhibition, hits mostly inhibitors; P10636; further: on the % scale 0 is the no-effect control and ±100 the full control effect; nearly all actives have a fitted effect of over 55% in size
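Heparin (20 uM) drove fibril formation of recombinant tau K18 P301L, 15 uM unlabeled with 0.24 uM Alexa 594 label, for 6 hr at 37 C in 100 mM sodium acetate pH 7. Fluorescence polarization (555/632 nm) read 1 hr after 30 uM ThT.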
Numbers without * were called inactive; i = inactive; ? = inconclusive; / = not tested or not shown; [ ] = another dose, or the depositor's remark. Unless noted, the call rests on the fitted dose curve; in most records, active means well fitted curve in the direction sought with a large enough effect; inconclusive means small, poorly fitted or top-dose-only effect, or another doubt; inactive means no such curve, though single readings can be large; an effect the other way counts as inactive or inconclusive. Potency means the concentration at half of the fitted maximal effect.

SMILES	RECQ1 inh	TRb SRC2 PPI	Tau fluor counter	HTT ATP protect	Tau fibril ThT	TR SRC2 fluor cs	L3MBTL1 inh	Tau FP inhib
CCNc1nc(SC(C)C(=O)OC)nc(N2CCOCC2)n1 (centres undefined)	-9%	-12%	-1%	11%	-4%	3%	-12%	4%
Cc1ccc(SC(=O)COc2ccc(C)c(C)c2)cc1	-2%	-6%	1%	-15%	?	0%	1%	7%
CC(=O)c1ccc(N2CCN(C(=O)Cn3ncc4c3-c3ccccc3OC4)CC2)cc1	/	7%	0%	/	-5%	-18%	/	1%
COCC(C)NC(=O)c1cc2c(=O)n3cccc(C)c3nc2s1 (centres undefined)	/	-2%	-22%	/	?	6%	/	3%
N#CCC(=O)N/N=C/c1ccc(SCC(=O)Nc2ccccc2)o1	-2%	-2%	?	-9%	25µM*	-2%	/	-11%
O=[N+]([O-])c1cc(Cl)cc(/C=N\Nc2ccccn2)c1O	i	-7%	18µM*[quencher]	-72%[inhibitor]	8.9µM*	-1%	3%	-12%
c1ccc(-n2c(SCC3CCCCO3)nnc2-c2cccs2)cc1 (centres undefined)	-6%	1%	-7%	-1%	-13%	-5%	-5%	-8%
NC(=O)CN1CCN(c2nc(-c3ccc(F)cc3)cs2)CC1	-10%	3%	-9%	-6%	-13%	-3%	-5%	6%
CCN(C(=O)COC(=O)C(Cc1ccccc1)N1C(=O)c2ccccc2C1=O)C1CCS(=O)(=O)C1 (centres undefined)	-10%	3%	2%	13%[1.9 µM]	9%	-4%	-4%	3%
CC1(NC(=S)NCCO)CCS(=O)(=O)C1 (centres undefined)	-8%	3%	-9%	0%[10 µM]	-13%	-1%	4%	-10%
COc1ccc(-c2cc(C(F)(F)F)nc(N)n2)cc1	i	-1%	-4%	-38%	-4%	-2%	-4%	-4%
CCOC(=O)c1cccc(NC(=O)C2Cc3ccccc3N2C(=O)c2ccccc2)c1 (centres undefined)	/	-7%	3%	/	7%	-1%	/	2%
CC(C)CO/N=C1/C[C@@H](O)[C@@H](O)[C@@H]2[C@@H]3C(=O)N(c4cccc(Oc5ccccc5)c4)C(=O)[C@H]3CC[C@@H]12	-2%[11.5 µM]	-5%[11.2 µM]	-5%[11.6 µM]	-18%[10 µM]	0%[11.5 µM]	-1%[11.2 µM]	/	2%[11.6 µM]
CSc1ccccc1NC(=S)N/N=C/c1cccn1Cc1cccc(C)c1	-14%	1%	?	12%	-13%	-1%	/	11%
CC(=O)Nc1cccc(S(N)(=O)=O)c1C	i	3%	-8%	22%[10 µM]	-4%	1%	1%	-7%
N#Cc1c(N)nc2c(c1-c1ccc(F)cc1)CCC2	i	2%	2%	-7%[10 µM]	0%	0%	17%	7%
COCCOC(=O)c1[nH]c2c(c1C)C(=O)CC(c1ccco1)C2 (centres undefined)	35µM*	4%	-2%	-34%[inhibitor]	-15%	-4%	32µM*	-1%
COc1ccccc1OCC(=O)NN=C(Cc1ccccc1)Cc1ccccc1	-1%	-7%	-2%	/	0%	-1%	9%	1%
CCC(=O)c1ccc(N2CCN(C(=O)c3ccccc3)CC2)c(F)c1	4%	-1%[53 µM]	-11%	1%[10 µM]	?	0%[53 µM]	3%	-7%
Cc1oc2c(c1C(=O)N1CCOCC1)C(=O)c1ccccc1C2=O	8%	-3%	-9%	-253%[inhibitor]	-6%	-2%	/	2%
Cn1ncc2c(NNC(=O)c3ccc(Cl)cc3Cl)ncnc21	-1%	-2%	-6%	4%[10 µM]	-9%	-20%	27%	-4%
CCOc1ccnc(OCC)c1Br	-5%	5%	4%	-9%[10 µM]	5%	2%	14%	-2%
COc1cc(-c2noc(-c3ccccc3C(=O)NCc3ccco3)n2)cc(OC)c1OC	4%	-3%	-8%	?	-2%	-2%	-2%	-8%
O=C(OCc1csc(-c2ccccc2)n1)c1cccs1	-15%	-15%	-15%	-17%	?	-3%	35%[activator]	-3%
Cc1nc2ccc(NC(=O)c3ccc(Cl)c([N+](=O)[O-])c3)cc2s1	0%	-11%	?	/	?	-2%	8%	-10%
CCOc1ccc(OCC)c(NC(=O)c2csc3c2CCCC3)c1	/	-13%	-12%	/	-5%	1%	/	4%
CC(C)(C)OC(=O)N1CCC(c2c(C(=O)NC3CCN(Cc4ccccc4)CC3)cnn2-c2cccc(F)c2)CC1	/	-7%	-2%	/	-3%	2%	/	-10%
Cc1ccc2c(c1)c(=O)c(C(=O)c1ccccc1)cn2Cc1ccccc1F	/	3%	-10%	/	?	2%	/	-3%
CCC1CCCCN1CCNC(=O)CNS(=O)(=O)c1ccc2nc(C)sc2c1 (centres undefined)	-8%	-8%	-5%	-17%	-5%	-1%	0%	1%
CN(C)S(=O)(=O)c1ccc(C(=O)OCC(=O)Nc2ccccc2OC(F)F)cc1	i	-1%	-12%	-6%	-11%	-1%	/	-2%
COc1cccc(NC(=O)CNC(C)CCC(C)C)c1 (centres undefined)	-11%	-8%	3%	7%[10 µM]	4%	-2%	11%	-1%
CCOC(=O)C1CCCN(C(=O)c2ccc3c(c2)sc2nc(-c4cccc(OC)c4)cn23)C1 (centres undefined)	/	-7%	-4%	/	-14%	?	/	9%
COc1ccc2[nH]c(=O)c(CN(C(C)=O)c3cccc(C)c3)cc2c1	0%	-3%	6%	-10%	1%	-2%	1%	1%
CSCC[C@H](NC(=O)NCc1cccs1)C(=O)O	i	3%	3%	-36%	-1%	2%	3%	4%
Cc1ccc(C)c(NC(=O)Cn2nc([N+](=O)[O-])c(Br)c2C)c1	-4%	4%	-5%	/	2%	1%	9%	-5%
CC(=O)c1cc(NC(=O)c2ccc(C)cc2)c(=O)oc1/C=C/N(C)C	-5%	-7%	-22%	-3%[10 µM]	?	-5%	-6%	11%
O=C(O)C1C2C=CC(C2)C1C(=O)NCCC1=CCCCC1 (centres undefined)	0%	-1%	0%	-6%	-9%	-3%	9%	3%
CC(C)c1ccc(/C=C/C(=O)Nc2nn[nH]n2)cc1	-2%	0%	-1%	-30%[inhibitor]	0%	-3%	/	3%
C[Si](C)(C)C#Cc1ccccc1NC(=S)Nc1ccccc1	-1%	1%	?	-42%[inhibitor]	?	-7%	/	-13%
CC(C)[C@H](CO)Nc1nc(Nc2ccc(C(=O)O)c(Cl)c2)c2ncn(C(C)C)c2n1	i	-5%	-3%	-4%	-7%	-4%	/	-7%
COc1ccc(N2CCN(C(=O)CN(c3ccccc3)S(=O)(=O)c3ccc(OC)cc3)CC2)cc1	-8%	-3%	-26%	-1%	?	0%	/	15%
Cc1ccc(C(NC(=O)N2CCN(C)CC2)C(Cl)Cl)cc1F (centres undefined)	i	-2%	7%	-27%	3%	0%	4%	6%
COc1ccc(N)c2c1OCCC2=O	1%	-2%	-7%	/	?	-5%	-2%	4%
COc1ccc(NC(=O)C2CCCN(c3nc(C)cc(C)n3)C2)cc1 (centres undefined)	i	12%	0%	3%[10 µM]	1%	-3%	-5%	10%
CC1C(=O)NN=C1C(=O)N/N=C/c1cccs1 (centres undefined)	-4%	3%	-3%	-40%	-8%	-3%	-8%	-7%
Cc1cccc(C)c1NC(=O)Cn1c(=O)n(CC2CCC(C(=O)NCCc3ccccc3)CC2)c(=O)c2ccccc21 (centres undefined)	/	3%	-5%	/	-3%	-1%	/	-12%
COc1ccc(-n2cnnc2SCc2cnc(-c3ccccc3)s2)cc1	-5%	3%	-4%	-7%	-12%	0%	2%	1%
CCOC(=O)C1CCCN(C(=O)C2CC(=O)N(c3ccc(C)cc3)C2)C1 (centres undefined)	6%	1%	-1%	-13%	-13%	1%	32%[activator][11.4 µM]	0%
Cc1ccc(S(=O)(=O)c2c(N)n(/N=C/c3ccco3)c3nc4ccccc4nc23)cc1	-17%	14%	?	-21%	?	5%	-3%	?
O=Cc1ccc(-c2ccc(F)cc2)o1	-13%	-4%	-8%	-16%	-12%	1%	-27%	-2%
O=C(c1ccc(Cl)c(Cl)c1)N1CCC(=O)N(C(COCc2cccc(C(F)(F)F)c2)Cc2ccccc2)CC1 (centres undefined)	-4%	3%	-4%	/	7%	-1%	-14%	-7%
Cc1ccc(CCNC(=O)NCc2noc3ccccc23)cc1	/	-7%	-29%	/	?	1%	/	-9%
COc1ccc(CCNC(=O)c2ccc(CS(=O)(=O)c3ccc(Br)cc3)o2)cc1OC	-7%	14%	-5%	/	0%	-1%	-14%	6%
Cc1cccc(N(C)S(=O)(=O)c2cc3c(cc2Cl)NC(=O)CO3)c1	/	-7%	?	/	?	-2%	/	12%
COc1ccc(C2(CCN)CC(C)N(C)CC2C)cc1 (centres undefined)	-16%	-18%	-3%	15%	4%	2%	0%	-6%
COC(=O)c1ccc(NC(=O)CC2C(=O)N(c3ccc(C)cc3)C(=O)N2CC(C)C)cc1 (centres undefined)	-15%	0%	-25%	-8%	-11%	1%	/	-1%

One compound at a time, as listed above. Order of values: RECQ1 inh, TRb SRC2 PPI, Tau fluor counter, HTT ATP protect, Tau fibril ThT, TR SRC2 fluor cs, L3MBTL1 inh, Tau FP inhib
Profile of COc1ccc(CCNC(=O)c2ccc(CS(=O)(=O)c3ccc(Br)cc3)o2)cc1OC : -7%, 14%, -5%, /, 0%, -1%, -14%, 6%
Profile of CCOC(=O)C1CCCN(C(=O)C2CC(=O)N(c3ccc(C)cc3)C2)C1 (centres undefined) : 6%, 1%, -1%, -13%, -13%, 1%, 32%[activator][11.4 µM], 0%
Profile of O=Cc1ccc(-c2ccc(F)cc2)o1 : -13%, -4%, -8%, -16%, -12%, 1%, -27%, -2%
Profile of Cc1cccc(N(C)S(=O)(=O)c2cc3c(cc2Cl)NC(=O)CO3)c1 : /, -7%, ?, /, ?, -2%, /, 12%

This is a subset; the hit share may differ from the screen's.
